# High-throughput results: PubChem BioAssay, National Center for Advancing Translational Sciences (NCATS)
# p53ts 32C kill: kills p53ts cells at the permissive temperature; H1299-p53A138V at 32C, ATP luminescence viability, 24 h; Potency, µM (highest dose often 46.1 µM), without a hit: at the top dose activity change, negative = cytotoxicity, most hits filed as cytotoxic; actives 0.93% (n = 130,000);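 note: 0% = DMSO and -100% = full killing by reference compound; nearly all actives have a fitted effect of over 55% in size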
#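 ATP-content luminescence (ATPlite) read-out after 24 h compound exposure at 32C in H1299-p53A138V cells (600/well). Tested up to 46 uM. Normalized to DMSO (0%) and 100 uM tamoxifen (100% killing); Hill-fit AC50.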
# IkB sig inh: inhibitors of IkB signaling in ABC-DLBCL cells; AID 445; ABC-DLBCL IkBa-CBG/CBR dual luciferase ratio, 4 h; response scale: scaled: untreated 0%, proteasome inhibitor 100%; Potency, µM (highest dose often 57.1 µM), without a hit: at the highest dose IkBa stabilization activation; actives 0.04% (n = 110,000); active = well fitted curve in the direction sought with a large enough effect in the signal ratio, not every such curve was filed as active; inconclusive = small, poorly fitted or top-dose-only effect, or a change in a side signal; the % refers to the signal ratio;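 note: the direction sought is a rising ratio; 0% = basal untreated cells and 100% = reference inhibitor full response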
#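 Luminescence ratio of IκBα-fused green versus native red beetle luciferase in OCI-Ly3 cells, 4 h post-doxycycline with compound; red signal alone, scaled from basal (0%) to zero light (-100%), flagged nonspecific or cytotoxic effects.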
# p53ts 39C kill: kills p53ts cells at the nonpermissive temperature | H1299-p53A138V viability at 39C, ATP luminescence, 24 h | Potency, µM (top dose mostly 46.1 µM), inactives show top-dose activity change, negative = cell killing, most hits filed as cytotoxic | actives 1.5% (n = 130,000) | AID 902; note: nearly all actives have a fitted effect of over 55% in size
# Peg3 imprint: genomic imprint erasure induction. actives 0.02% (n = 110,000). mouse ES Peg3-LacZ reporter, beta-gal luminescence, 40 h. Potency, µM (series often up to 60.7 µM), inactives show at the highest dose activity change, positive = activation, most hits filed as activators. AID 1948;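 note: 0% = negative control wells on the plate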
#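 Imprint erasure is scored as LacZ activity from the silenced maternal Peg3 allele in feeder-free female ES cells cultured 40 h with LIF. Luminescence is normalized to in-plate negative controls and fitted to the Hill equation.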
# * = called active by the depositor; u = inconclusive; x = no result given; & = joins results of further samples; [ ] = remark or other dose. Unless noted, calls come from the whole dose curve; as a rule, active = well fitted curve in the direction sought with a large enough effect; inconclusive = small, poorly fitted or top-dose-only effect, or another doubt; inactive = no such curve, though single readings can be large; an effect the other way counts as inactive or inconclusive. Unless noted, % is set by controls: 0 for no effect and ±100 for the full control effect; potency is the fitted concentration of half-maximal effect.
SMILES,IkB sig inh,p53ts 32C kill,Peg3 imprint,p53ts 39C kill
Cc1ccc(C2N(c3nccs3)C(=O)C3CCCN32)cc1 (stereo not drawn),1.2%,4%,-15%,-6%
CCc1cc2c(cc3c(=O)n(CC(=O)NCCc4ccccc4)ncn32)s1,-2.0%,-3%,-8%[10.9 µM],u
COc1cccc(Cn2c(=O)c(-c3ccc(F)cc3)nc3cnc(N4CCNCC4)nc32)c1,-1.0%[11.4 µM],3%,-43%[inhibitor],u
CCOc1ccc(CCNC(=O)c2nn(-c3ccc(OC)cc3)c(=O)c3c2c2ccccc2n3C)cc1OCC,0.0%,-3%,4%[10.9 µM],22%
Cc1ccccc1CN1C(=O)c2ccccc2Sc2ccc(C(=O)NCCCN3CCOCC3)cc21,u,11%,-8%[10.9 µM],-10%
N#C/C(=C\c1ccc(F)c(F)c1)C(=O)NC1CCCCC1,x,1%,x,-3%
COc1ccc(Oc2ncc3ncc(=O)n(-c4ccc(OC)cc4)c3n2)cc1,-0.5%[11.4 µM],14%,-9%,8%
CN1C(=S)SC(C)(C)C1NO (stereo not drawn),0.2%,-3%,-11%,5%

# More entries.
SMILES,IkB sig inh,p53ts 32C kill,Peg3 imprint,p53ts 39C kill
O=C(CP(=O)(c1ccccc1)c1ccccc1)Nn1cnnc1,-1.1%,12%,-1%,-11%
CN1CCc2cc3c(c4c2C1CC41CCC(=NO)CC1)OCO3 (stereo not drawn),0.9%,3%,-6%,-7%
CC1(C)NC(=O)N(CCCSc2ccc(Cl)cc2)C1=O,-5.1%,5%,-10%,5%
Cc1ccc2[nH]c(=O)c(COC(=O)c3ccccn3)cc2c1,1.4%,-3%,-3%,2%
Cc1cnc(NC(=O)c2ccc(-c3nc4ccccc4s3)o2)s1,u,u,-26%,u
CCOC(=O)c1c(NC(=O)c2cccs2)sc(C)c1C,-0.8%,5%,-2%,0%
Cc1ccc2c(c1)-c1cc(C)nn1C(c1ccc3c(c1)OCO3)N2 (stereo not drawn),1.9%,-20%,-14%,-10%
Cc1cccc(C(=O)N2CCc3cc(CNS(=O)(=O)c4ccc(Cl)s4)ccc32)c1,u,10%,4%[10.9 µM],-3%

# Going on with the list:
SMILES,IkB sig inh,p53ts 32C kill,Peg3 imprint,p53ts 39C kill
CC1CCCC(C)N1CCCNC(=O)c1cc2c(=O)n(C)c3ccccc3c2n1C (stereo not drawn),8.0%,-4%,-5%,-12%
COCCn1c(C)cc(C(=O)CN2C(=O)NC3(CCCCCCC3)C2=O)c1C,2.2%,8%,-10%,-10%
CCOC(=O)c1sc2c(c1C)C(c1cccs1)C1=C(CCCC1=O)N2 (stereo not drawn),2.2%,30%[activator],-20%,-4%
COc1cccc(OCCSc2nnc3sc4ccccc4n23)c1,u,u,-14%,-28%
COc1ccc(N2CCN(S(=O)(=O)c3ccc(C(=O)NC4CCCC4)cc3)CC2)cc1,0.7%,-10%,-2%,2%
COc1ccccc1N1CCN(C(=O)c2cnn3cccnc23)CC1,0.7%,7%,-5%,2%
O=C(NCCCc1nc2ccccc2n1Cc1ccc(F)cc1)C1CCCCC1,2.3%,6%,-10%[10.9 µM],-19%
CC(=O)Nc1nc(C)nc(-c2ccccc2)c1C(C)=O,-1.4%,4%,-1%,10%

# New compounds follow
SMILES,IkB sig inh,p53ts 32C kill,Peg3 imprint,p53ts 39C kill
COc1cc(C)c(S(=O)(=O)NC2CC(C)(C)NC(C)(C)C2)cc1C,-2.6%,-1%,-7%,4%
COc1ccc(C)cc1S(=O)(=O)N(C)CC(N)=O,0.4%,5%,-3%,2%
Cc1cc(NC(=O)Cc2cccs2)nn1CC(=O)NCc1ccco1,1.1%,-3%,-9%,2%
COc1cc(NC(=O)CCN2CCN(CCO)CC2)cc(OC)c1,-2.6%,1%,-6%[10.9 µM],2%
Cc1nc2ccccn2c1C(=O)N/N=C/c1cc(C)n(-c2ccc(Cl)cc2)c1C,x,0%,x,1%
Cc1ccc(SCCNC(=O)CN(c2ccccc2)S(=O)(=O)N(C)C)cc1,u,-4%,-9%[10.9 µM],0%
Cc1ccc(NC(=O)CSCC(=O)O)c(C)c1,0.3%,9%,4%,32%[activator]
CCn1c(SCC(=O)c2ccccc2)nc2c(c1=O)SC(C)C2 (stereo not drawn),0.8%,-11%,-23%,-11%

# An excerpt from above with just p53ts 39C kill and p53ts 32C kill:
molecule	p53ts 39C kill	p53ts 32C kill
COCCn1c(C)cc(C(=O)CN2C(=O)NC3(CCCCCCC3)C2=O)c1C	-10%	8%
CCOC(=O)c1sc2c(c1C)C(c1cccs1)C1=C(CCCC1=O)N2 (stereo not drawn)	-4%	30%[activator]
COc1cccc(OCCSc2nnc3sc4ccccc4n23)c1	-28%	u
COc1ccc(N2CCN(S(=O)(=O)c3ccc(C(=O)NC4CCCC4)cc3)CC2)cc1	2%	-10%

# Continued:
SMILES,IkB sig inh,p53ts 32C kill,Peg3 imprint,p53ts 39C kill
COCCN1C(=O)c2ccccc2C(C(=O)N2CCN(c3ccccn3)CC2)C1c1ccc(F)cc1 (stereo not drawn),-1.0%,1%,24%,2%
COCCOC(=O)C1=C(N)OC2=C(C(=O)CCC2)C1c1cccnc1 (stereo not drawn),-0.3%,-1%,-5%,14%
O=C(Cn1nnc(-c2ccc(Cl)cc2)n1)NC1CCN(Cc2ccccc2)CC1,1.1%,-10%,0%,-1%
CCOCCCn1c(=N)c(C(=O)NC(C)c2ccccc2)cc2c(=O)n3cccc(C)c3nc21 (stereo not drawn),u,-3%,-14%[10.9 µM],u
O=C(CSc1nnc(SCc2ccccc2Cl)s1)N/N=C/c1c[nH]c2ccccc12,x,11%,x,-4%
COC(=O)c1cc2oc3ccccc3c2n1Cc1nc(-c2ccccc2C)oc1C,-1.8%,4%,-10%[10.9 µM],-18%
COc1cccc2cc(C(=O)N(C)C3CCN(C)CC3)c(=O)oc12,2.5%,-4%,1%,2%
CCCCC/C=C/C=C/C=O,3.7%,-4%[1.84 µM],-6%,-11%

# Further records:
SMILES,IkB sig inh,p53ts 32C kill,Peg3 imprint,p53ts 39C kill
CCOC(=O)c1c(C)oc2nc(C)nc(NCCc3ccc(SC)cc3)c12,u,2%,-8%[10.9 µM],0%
O=C(Nc1ccc(F)cc1)c1cc(S(=O)(=O)N2CCCCC2)cs1,u,-2%,-16%,-1%
CCOC(=O)Cc1csc(NC(=O)CN(C)S(=O)(=O)c2ccc3c(c2)CCC(=O)N3)n1,1.5%,4%,-8%,-6%
COc1ccccc1CN1C(=O)c2ccncc2C1=O,-1.3%,-6%,-4%,15%
O=C(O)c1ccc(SSc2ccc(C(=O)O)cn2)nc1,0.4%[11.4 µM],-7%[9.22 µM],-6%[10.9 µM],5%[9.22 µM]
Cc1ccccc1-c1noc(-c2ccc(NC3CCCC3)c([N+](=O)[O-])c2)n1,3.7%,7%,-9%[10.9 µM],-4%
COc1cccc2sc(N(Cc3cccnc3)C(=O)COc3ccccc3)nc12,0.8%,-5%,-7%[10.9 µM],-16%
COc1cccc(NC(=O)c2ccncc2)c1,8.6%,-14%,-51%[inhibitor],-3%

# Remaining list, next part.
SMILES,IkB sig inh,p53ts 32C kill,Peg3 imprint,p53ts 39C kill
Cc1cc(C(=O)OCC(=O)N2CC(C)CC(C)C2)c(C)o1 (stereo not drawn),1.6%,1%,-15%,-5%
COC(=O)C/C=C\[C@@H](C)[C@@H](/C=N\O[C@@H](C)c1cn([C@H](CO)Cc2ccccc2)nn1)OC,x,-4%&3%[9.22 µM],x,-4%&2%[9.22 µM]
CCCCOC(=O)c1ccc(NC(=O)/C(C#N)=C/c2ccc(-c3ccccc3)o2)cc1,u,-6%,-20%[10.9 µM],0%
O=C(NCCc1ccccc1)c1ccc(Br)o1,4.4%,-14%,-1%,-5%
O=C(Cn1c(=O)ccc2cc(S(=O)(=O)N3CCCC3)ccc21)Nc1ccc(Cl)cc1,u,13%,2%[10.9 µM],u
Cc1ccccc1C(=O)Nc1cccc(-c2cn3cccnc3n2)c1,3.2%,7%,11%[10.9 µM],-26%
O=C(NCc1ccc2c(c1)OCO2)c1c(F)c(F)c(F)c(F)c1F,8.6%,u,-9%,-4%
Cc1nn(Cc2ccccc2)c2sc(C(=O)N3CCN(Cc4ccc5c(c4)OCO5)CC3)cc12,u,16%,-19%,3%

# Additional records:
SMILES,IkB sig inh,p53ts 32C kill,Peg3 imprint,p53ts 39C kill
COc1cccc(NC(=O)c2c(N3CCCC3=O)c3cc(C)ccc3n2C)c1,-0.2%,1%,10%[10.9 µM],-10%
CCOC(=O)c1ccccc1NC(=O)CN(c1cccc(C)c1C)S(=O)(=O)c1ccccc1,3.0%,6%,-21%[10.9 µM],-17%
O=C1CS(=O)(=O)C2(C(=O)Nc3ccccc32)N1c1cccc(Cl)c1 (stereo not drawn),u,3%,3%[10.9 µM],-3%
COC(=O)c1sccc1NC(=O)c1sccc1C,x,-13%,x,0%
O=C(CN1CCN(C2CCCCC2)CC1)NCCC1=CCCCC1,-1.1%,-13%,x,5%
NCCCNCCSP(=O)(O)O,-8.0%,4%,-7%,-2%
O=c1[nH]c(-c2cccnc2)nc2ccccc12,-1.3%,-1%,-5%,9%
COc1ccc(OC)c(-n2cnc3cc(C(=O)NC4CCCC4)ccc32)c1,u,-4%,11%[10.9 µM],-15%

# More results follow.
SMILES,IkB sig inh,p53ts 32C kill,Peg3 imprint,p53ts 39C kill
COC(=O)CN(C#N)c1nc(SC)nc(N(C)C)n1,1.4%,-2%,10%,8%
COc1cccc(NS(=O)(=O)c2ccc(-c3cc(C)no3)s2)c1,1.0%,4%,-9%[10.9 µM],46%[activator]
NCC(=O)Nc1ccc(Cl)cc1C(=O)c1ccc[nH]1,1.6%[11.4 µM],-8%[9.22 µM],-9%[10.9 µM],5%[9.22 µM]
CN(C)C(=O)CN1C(=O)C2CC=C(Cl)CC2C1=O (stereo not drawn),-0.3%,6%,-2%,-4%
Cc1nc2nc[nH]n2c(=O)c1CCC(C)C,1.7%,-4%,-5%,3%
CC1Cn2c(nc3c2c(=O)[nH]c(=O)n3C)O1 (stereo not drawn),2.6%,-2%,0%,3%
O=C(CCS(=O)(=O)c1cc2c(cc1Cl)NC(=O)CO2)NCc1ccc(Cl)cc1,-0.3%,3%,-16%[10.9 µM],1%
O=C(Cc1csc2nc(-c3ccc(F)cc3)cn12)NCc1ccccc1,-0.3%,-8%,14%[10.9 µM],-16%

# The list continues:
SMILES,IkB sig inh,p53ts 32C kill,Peg3 imprint,p53ts 39C kill
Clc1cc(Cl)c2nc(N3CCCC3)sc2c1,-2.2%,-16%,-37%[inhibitor],-27%
O=C(Nc1ccc(O)cc1)c1cc2n(n1)C(C(F)(F)F)CC(c1ccco1)N2 (stereo not drawn),0.7%,3%,-19%,-3%
CCNS(=O)(=O)c1ccc(NC(=O)Nc2cccc(OC)c2)cc1,0.2%,22%,-38%[inhibitor],3%
Cc1cc2ncn(CC(=O)O)c2cc1C,0.9%[11.4 µM],-1%[9.22 µM],0%[10.9 µM],-4%[9.22 µM]
CCOC(=O)c1c(C)[nH]c(NC(=O)N2CCOCC2)c1C,1.6%,-1%,-2%,11%
Cc1cc(C)nc(N2CCCC(C(=O)NC3CCCC3)C2)n1 (stereo not drawn),-0.1%,6%,-7%,1%
Cc1ccc(C(=O)Nc2sc3c(c2C#N)CCCCC3)cc1C,x,-11%,x,14%
O=C(NCCC1=CCCCC1)c1ccc(Br)o1,-2.5%,-4%,21%,-8%

# (list continues)
SMILES,IkB sig inh,p53ts 32C kill,Peg3 imprint,p53ts 39C kill
COC(=O)Cc1c(C)c2ccc(OC(=O)c3ccco3)cc2oc1=O,0.7%,-1%,-15%,4%
CN(C)C(=O)c1ccc(-c2cncnc2-n2ccnc2)cc1,1.2%[11.4 µM],14%,-2%,3%
COc1cccc(CNC(=O)CCCNS(=O)(=O)c2cccs2)c1,0.2%,-9%,u,-12%
CCCC(=O)NCCSC,-1.2%,0%,1%,8%
CCN(CC)S(=O)(=O)c1ccc2nc(NC(=O)c3ccc(Br)o3)sc2c1,2.3%,-6%,-1%[10.9 µM],-8%
COCCNC(=O)COc1cc(=O)n(C)c2ccccc12,-0.9%,2%,-19%,-11%
O=C(CCC1N=C2c3ccccc3N=C(SCc3cccc(Cl)c3)N2C1=O)NCc1cccs1 (stereo not drawn),0.2%,22%,-17%[10.9 µM],-8%
O=C(COc1ccc(Cl)cc1)OCc1cc(=O)n2nc(C3CC3)sc2n1,-2.2%,9%,u,u
Cc1ccc2nc(NCCc3ccc(Cl)cc3)c3nncn3c2c1,-2.3%,0%,-5%[10.9 µM],-6%

# Compounds as they come; 1.7% or so of the library scored in one or more.
